DUSP3 inh = VHR1 (DUSP3) phosphatase inhibition; 0.7% of 50,000 active; P51452; AID 1992; recombinant VHR phosphatase, colorimetric substrate read-out; inhibition, % at 20 µM; in the data active = inhibition above about 60%; note: some results filed as inactive read as strong as hits
Target sequence (P51452 whole entry, looked up): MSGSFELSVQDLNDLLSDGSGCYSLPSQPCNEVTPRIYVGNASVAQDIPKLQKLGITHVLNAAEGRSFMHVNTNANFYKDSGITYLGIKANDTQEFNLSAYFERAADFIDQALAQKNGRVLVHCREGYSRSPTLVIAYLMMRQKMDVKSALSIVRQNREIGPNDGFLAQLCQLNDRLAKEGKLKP
An asterisk follows results filed as active. Not all compounds are listed; rates above refer to the full screens.

cpd | Molecule | DUSP3 inh
1 | CCCN(CCC)CCSc1nc(O)c(C(C)C)c(=O)n1-c1ccccc1 | 2
2 | O=C(CC1SC(=Nc2ccccc2)N(c2ccccc2)C1=O)Nc1ccc(F)cc1 (stereo unspecified) | -21
3 | O=C1/C(=C/c2c[nH]c3ccccc23)CC/C1=C\c1c[nH]c2ccccc12 | 40
4 | Brc1ccc(CC(Cc2nc3ccccc3[nH]2)c2nc3ccccc3[nH]2)cc1 (stereo unspecified) | 1
5 | O=[N+]([O-])c1ccc(OCC(O)CNc2ccccc2)cc1 (stereo unspecified) | -7
6 | C=C(C)c1cccc(C(C)(C)NC(=O)Nc2cc(C)ccn2)c1 | -4
7 | CCC(=O)Nc1c(C)n(C)n(-c2ccccc2)c1=O | -15
8 | CCOC(=O)C1=CS/C(=C2/C(=S)C(C)(C)Nc3c(OCC)cccc32)S1 | 20
9 | COc1ccc(CCNC(=O)Nc2ccccc2Cl)cc1OC | -2
10 | CC(=O)Nc1ccc(Cl)c(C(N)=O)c1 | 7
11 | O=C(CCC(NC(=O)OCc1ccccc1)C(=O)OCc1ccccc1)Nc1ccccc1 (stereo unspecified) | -5
12 | CCOc1ccc(C(=O)Nc2ccc(OC)c(Cl)c2)cc1 | 4
13 | Cc1cc(C)c2nc(NC(=O)c3ccc(F)c(F)c3)sc2c1 | -41
14 | Cc1cc(NS(=O)(=O)c2ccc(NC(=O)c3ccco3)cc2)nc(C)n1 | 0
15 | O=C(Nc1cccnc1)c1ccc(-c2ccccc2[N+](=O)[O-])o1 | 17
16 | Oc1ccc(/C=N/Nc2nc3ccccc3s2)cc1 | -6
17 | CC(=O)n1c2ccccc2c2nc3ccc([N+](=O)[O-])cc3cc21 | -8
18 | CCOc1cc(/C=C2/C(=O)NC(=O)N(c3cccc(C)c3)C2=O)cc(Br)c1O | 14
19 | O=C(Nc1ccc([N+](=O)[O-])cn1)C1CC1 | 5
20 | COc1cc(OC)cc(C(=O)N/N=C(\C)CC(=O)Nc2ccccc2-c2ccccc2)c1 | 7
21 | CN(C)CCCNC(=O)c1ccc([N+](=O)[O-])o1 | -2
22 | CCc1c(C)c2ccc(OCC(C)=O)cc2oc1=O | 1
23 | Cc1ccccc1/C=C1\SC(=NCc2ccccc2)N(Cc2ccccc2)C1=O | 20
24 | Cc1ccc(S(=O)(=O)Nc2cccc(Cl)c2)cc1[N+](=O)[O-] | -16
25 | O=C(Nc1ccc(Br)cc1)c1ccccc1O | -33
26 | Cc1cc(I)ccc1NC(=O)COc1ccc(Br)cc1 | -9
27 | N=C1C(c2nc3ccccc3c(=O)[nH]2)=C(O)CN1Cc1ccccc1 | 9
28 | O=c1c2c(nc3cc(-c4ccc(Cl)cc4)[nH]n13)CCC2 | -10
29 | O=[N+]([O-])c1ccc(Cl)cc1NCCOc1ccc(F)cc1 | -25
30 | Cc1ccc(N2CC(C(=O)N3CCCCC3)CC2=O)cc1 (stereo unspecified) | 13
31 | CCOC(=O)c1c(C)oc2c1C(=O)c1ccccc1C2=O | -1
32 | COc1ccc(/C=C/C(=O)O)cc1S(=O)(=O)NCc1ccccc1 | -26
33 | COc1ccc(CC(=O)N2CCN(c3ccccc3)CC2)cc1OC | -29
34 | CC(C)NC(=O)C(=O)NNC(=O)C12CC3CC(CC(C3)C1)C2 | -3
35 | O=[N+]([O-])c1ccc(/C=N\Nc2nc(-c3ccccc3)c3cc(Cl)ccc3n2)o1 | 0
36 | CCOC(=O)C(CCOc1ccc(C)cc1C)C(=O)OCC | -4
37 | COc1ccc(C(=O)Nc2ccc(N3CCN(C(C)=O)CC3)cc2)cc1OC | -4
38 | COCCN1C(=O)C(=O)/C(=C(/O)c2ccccc2)C1c1ccc(F)cc1 (stereo unspecified) | 12
39 | CC1(C)CC(C(CCN)c2ccc(F)cc2)CCO1 (stereo unspecified) | -15
40 | O=C1C=C(NNC(=O)c2ccc(Cl)cc2)CCC1 | 13
41 | O=C(Nc1ccccc1C(=O)NCc1ccco1)c1ccccc1Br | -5
42 | C#Cc1cccc(NS(=O)(=O)c2ccc(NC(C)=O)cc2)c1 | -20
43 | Cc1ccc(C(=O)Oc2ccc3c(C)cc(=O)oc3c2)cc1 | -54
44 | COC(=O)c1cc(-c2ccc(C)s2)nc2ccccc12 | 0
45 | N#C/C(=C/c1ccc(I)o1)C(=O)N1CCOCC1 | 3
46 | CCOC(=O)C1CCN(C2CC(=O)N(c3ccc(Cl)cc3)C2=O)CC1 (stereo unspecified) | -16
47 | Cc1nc(NC(=O)c2ccccc2)sc1-c1csc(Nc2ccc(O)cc2)n1 | 71*
48 | CCn1c(-c2cccc(Cl)c2)n[nH]c1=S | -16
49 | CCC(=O)Nc1ccc2oc(-c3ccccc3Br)nc2c1 | -15
50 | Cn1c(COc2cccc3ccccc23)nc2ccccc21 | 21
51 | CCOC(=O)c1c[nH]c2c(Br)cccc2c1=O | -14
52 | Cc1cccc(N2CCN(C(=S)c3ccccc3)CC2)c1 | -21
53 | Cc1ccoc1C(=O)Nc1ccccc1Oc1ccccc1 | -86
54 | Cc1ccc(C2/C(=C(/O)c3ccccc3)C(=O)C(=O)N2c2cccc(C)c2)cc1 (stereo unspecified) | -17
55 | O=C(c1cc2ccccc2oc1=O)N1CCSC1c1ccc(Br)cc1 (stereo unspecified) | -1
56 | Cc1ccccc1NC(=O)C(=O)NCC(C)C | -4
57 | COC(=O)C1=C(C)NC2=C(C(=O)CC(c3cccs3)C2)C1c1ccc2c(c1)OCO2 (stereo unspecified) | -3
58 | CCOC(=O)C1=C(O)/C(=C/c2cccnc2)SC1=Nc1cccc(Cl)c1 | -5
59 | CCCCOc1ccc(C(=O)NN)cc1 | 5
60 | COc1ccc(CCNC(=O)C(=O)Nc2ccc(Cl)c(Cl)c2)cc1OC | -8

Entries listed so far that have a thiophene ring, fused or not:
cpd | Molecule | DUSP3 inh
44 | COC(=O)c1cc(-c2ccc(C)s2)nc2ccccc12 | 0
57 | COC(=O)C1=C(C)NC2=C(C(=O)CC(c3cccs3)C2)C1c1ccc2c(c1)OCO2 (stereo unspecified) | -3

The main list resumes with the 2 entries that preceded the break.
cpd	molecule	DUSP3 inh
59	CCCCOc1ccc(C(=O)NN)cc1	5
60	COc1ccc(CCNC(=O)C(=O)Nc2ccc(Cl)c(Cl)c2)cc1OC	-8
61	O=C(Cn1nnc(-c2ccccc2Cl)n1)N/N=C/c1cc(Cl)cc(Cl)c1O	-7
62	Cc1cccc(N=C2NC(=O)/C(=C\c3cccs3)S2)c1C	3
63	COc1ccc(Cl)cc1S(=O)(=O)n1ccnc1C(C)C	-4
64	O=C1NC(=S)N/C1=C/c1ccc(OCc2ccccc2)c(Br)c1	10
65	CCN1C(=O)/C(=C\c2cc(Br)ccc2OCc2ccccc2)SC1=S	-10
66	CCN(CC)CCCOc1cccc(Cl)c1	-1
67	COc1ccc(/C=C(/NC(=O)c2ccccc2Cl)C(=O)O)cc1	-3
68	O=C(COc1ccccc1[N+](=O)[O-])Nc1ccc(-c2nc3ccccc3o2)cc1	23
69	CC1(C)CC(NC(=O)CNC2CCCCC2)CC(C)(C)N1	20
70	O=C(CSc1nc2ccccc2[nH]1)N/N=C/c1cccc(Cl)c1Cl	3

4 of these compounds in a different format:
(62) Cc1cccc(N=C2NC(=O)/C(=C\c3cccs3)S2)c1C
  DUSP3 inh: 3

(69) CC1(C)CC(NC(=O)CNC2CCCCC2)CC(C)(C)N1
  DUSP3 inh: 20

(70) O=C(CSc1nc2ccccc2[nH]1)N/N=C/c1cccc(Cl)c1Cl
  DUSP3 inh: 3

(65) CCN1C(=O)/C(=C\c2cc(Br)ccc2OCc2ccccc2)SC1=S
  DUSP3 inh: -10

Following part
cpd	molecule	DUSP3 inh
71	CCN(CC)C(=O)c1cn(-c2ccccc2)nc1-c1ccc(Br)cc1	2
72	O=C1CC(N2CCN(c3ccc(Cl)cc3)CC2)C(=O)N1c1cc(Cl)cc(Cl)c1 (stereo unspecified)	5
73	Cc1cc(/C=C2\C(=O)NC(=O)N(c3ccc4c(c3)OCO4)C2=O)c(C)n1-c1cccc([N+](=O)[O-])c1	-8
74	COc1ccc2c(c1)OC(O)(C(F)(F)C(F)F)CC2=O (stereo unspecified)	-26
75	Cc1ccc(/C=C2\SC(=S)N(c3ccc(C)c(C)c3)C2=O)o1	10
76	COc1cccc(OCCn2cc(C=C3C(=O)NC(=S)NC3=O)c3ccccc32)c1	17
77	COc1cc(C(C2=C(O)CC(C)(C)CC2=O)C2C(=O)CC(C)(C)CC2=O)ccc1OC(C)=O (stereo unspecified)	3
78	O=C(Nc1ccccc1)C1(S(=O)(=O)c2ccccc2)CC1	6
79	Cc1cc(C(=O)Nc2cccc(C(=O)O)c2)c(C)o1	-15
80	O=C(O/N=C(/c1ccncc1)c1ccc([N+](=O)[O-])cc1)c1ccc(Br)cc1	-21
81	Cc1nnc(C)n1/N=C/c1ccc(O)cc1O	-14
82	O=C(Nc1cc(C(F)(F)F)cc(C(F)(F)F)c1)c1c(F)cccc1F	-7
83	COc1ccccc1NC1=C(Cl)C(=O)N(c2cccc(Cl)c2Cl)C1=O	-5
84	CSc1nnc2c(n1)OC(c1ccc(N(C)C)cc1)Nc1ccccc1-2 (stereo unspecified)	-10
85	COc1cccc(C(=O)N2CCN(Cc3cc(OC)c(OC)cc3OC)CC2)c1	-17
86	CCCCOc1ccc2c(C(F)(F)F)cc(=O)oc2c1	10
87	CCN(C(C)=O)C1=C(N2CCOCC2)C(=O)c2ccccc2C1=O	-14
88	COc1ccc(N(CC(=O)Nc2ccc(OC)cc2OC)S(=O)(=O)c2ccc(C)cc2)cc1	-9
89	COc1ccc(NC2CC(=O)N(c3ccc(I)cc3)C2=O)cc1 (stereo unspecified)	-1
90	O=Cc1cn(Cc2ccc(Br)cc2)c2ccccc12	-28

Looked up above.
compound 89 | DUSP3 inh = -1
compound 29 | DUSP3 inh = -25

Other entries:
cpd	molecule	DUSP3 inh
91	COc1ccc(NC(=O)COc2cccc(C)c2)c([N+](=O)[O-])c1	-10
92	CN(C)CCCN1C(=O)CSC1c1ccc(Br)cc1 (stereo unspecified)	-18
93	COc1ccc(CCNC(=O)CN(c2ccc(C)cc2)S(=O)(=O)c2ccccc2)cc1OC	-18
94	COC(=O)C(C)N(C(=O)c1cccc2ccccc12)c1c(C)cccc1C (stereo unspecified)	10
95	Cc1ccccc1-n1c(-c2cccs2)nc2ccccc2c1=O	-3
96	O=C(c1ccccc1)c1cc(Br)ccc1NC(=O)c1nc[nH]c1C(=O)O	-10
97	O=C(COc1ccccc1)Nc1nc(-c2ccc(S(=O)(=O)N3CCOCC3)cc2)cs1	12
98	O=C(NNC(=O)c1ccccc1Cl)c1ccc(O)cc1O	3
99	COc1ccc(NC(=O)C2C(C=C(Cl)Cl)C2(C)C)cc1 (stereo unspecified)	-19
100	O=C(CSc1nc2ccccc2n1Cc1ccccc1)N/N=C/c1cccs1	-3
101	Cc1ccc(N(CC(=O)NC2CCCCC2)S(=O)(=O)c2ccc(F)cc2)cc1	0
102	CCOC(=O)C(=O)Nc1ccc([N+](=O)[O-])cc1OC	-15
103	Cc1[nH]c2c(Cl)cccc2c(=O)c1CN1CCOCC1	-21
104	O=C(c1ccccc1O)N1N=C(c2ccc(F)cc2)CC1(O)C(F)(F)F (stereo unspecified)	3
105	O=C(CC1c2ccccc2Oc2ccccc21)Nc1ccccc1F	-7
106	COc1ccc(NCN2C(=O)S/C(=C/c3ccc(F)cc3)C2=O)cc1Cl	-10
107	O=c1nc(-c2ccccc2F)c2cc(Cl)ccc2[nH]1	17
108	Cc1cccc(-c2cc(NC(=O)COc3ccccc3)n[nH]2)c1	-2
109	CS(=O)(=O)N(CC(O)Cn1c2ccc(Cl)cc2c2cc(Cl)ccc21)c1ccccc1 (stereo unspecified)	-14
110	CC(=O)Nc1ccc(NC(=O)CCC(=O)O)cc1	-10
111	N#Cc1cc([N+](=O)[O-])ccc1N=Cc1ccc(C#Cc2ccccc2)cc1	-3
112	O=c1c2ccccc2nc(-c2ccc(Cl)cc2Cl)n1-c1ccc(Br)cn1	2
113	O=C(NCCO)c1ccc(-c2nnc(N3CCOCC3)c3ccccc23)cc1	-20
114	Cc1nn(CC(=O)Nc2cccc(O)c2)c(=O)c2ccccc12	1
115	C=CCc1cc(S(=O)(=O)c2ccc(O)c(CC=C)c2)ccc1O	-8
116	N#Cc1c(-c2ccc(Cl)cc2)cc(C2CC2)nc1SCC(N)=O	-8
117	CCCCOC(=O)Nc1ccc(S(=O)(=O)Nc2cccc([N+](=O)[O-])c2)cc1	-2
118	C/C(=N\NC(=O)C(C)Oc1ccc(Cl)cc1)c1ccccc1 (stereo unspecified)	-5
119	CS(=O)(=O)c1ccc2nc(NC(=O)c3cc(-c4cccc(Br)c4)nc4ccccc34)sc2c1	-41
120	CCN(CC)C(=O)c1sc(NC(=O)c2cc3ccccc3oc2=O)c(C#N)c1C	-1
121	Cc1ccc(N2C(=O)NC(=O)/C(=C\c3ccccc3OCc3ccc(C(=O)O)cc3)C2=O)cc1	-12
122	O=C1/C(=C/c2ccc(Br)cc2)SC(=S)N1/N=C/c1ccc(Br)cc1	-7
123	CC(C)(C)c1ccc(C(=O)NCCOc2ccccc2F)cc1	8
124	O=C(Nc1ccc2oc(-c3cc(Br)ccc3Cl)nc2c1)c1ccc([N+](=O)[O-])cc1	-15
125	COc1ccc(C(N)=O)cc1NC(=O)c1cccc(F)c1	8
126	CCOc1cc(/C=C2\SC(=S)N(CC(=O)OC)C2=O)ccc1O	8
127	COc1ccc(Cc2nnc(NC(=O)Nc3ccc(Cl)c(Cl)c3)s2)cc1	-23
128	O=C(Cc1ccccc1)Nc1ccc(F)cc1	-8
129	Cc1cc(NC(=O)c2ccc(-c3ccc(Cl)cc3)o2)ccc1NC(=O)c1ccco1	14
130	CCOC(=O)C1=C(O)/C(=C/c2ccc(N(CC)CC)cc2)SC1=Nc1cccc(Cl)c1	-10
131	CCOc1ccc(N2C(=O)CC(Sc3nnc(C)s3)C2=O)cc1 (stereo unspecified)	-5
132	C=CCc1cc(/C=C2\C(=O)NC(=O)N(c3cc(C)cc(C)c3)C2=O)cc(OC)c1OC	47
